# GAA inh: inhibitors of human lysosomal alpha-glucosidase | P10253 | purified human GAA, 4-MU-alpha-glucoside fluorescence | Potency, µM (series often up to 76.9 µM), for the others: at the highest dose activity change, negative = inhibition, actives largely listed as inhibitors | hit rate 0.005% among 200,000 | AID 1466;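 also: plate controls were uninhibited enzyme wells for no effect and no-enzyme background for full effect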
#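 qHTS format, compound range up to 77 uM. Human lysosomal enzyme at 4 nM, 400 uM 4-MU glucoside substrate, pH 5.0, 20 min room temperature; fluorescence after alkaline stop gives activity normalized to controls.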
# Tau fibril FP: inhibitors of human tau fibril formation. K18 P301L tau heparin fibrillization, Alexa594 FP, 6 h. P10636. Potency, µM (top dose mostly 57.7 µM), for inactives: at the highest dose activity, negative = inhibition, usual class: inhibitors. hit rate 0.39% among 280,000; also: % is scaled to controls: 0 for no effect and ±100 for the full control effect; nearly all actives have a fitted effect of over 55% in size
# Target sequence (P10636 561-689 P618L limits assumed): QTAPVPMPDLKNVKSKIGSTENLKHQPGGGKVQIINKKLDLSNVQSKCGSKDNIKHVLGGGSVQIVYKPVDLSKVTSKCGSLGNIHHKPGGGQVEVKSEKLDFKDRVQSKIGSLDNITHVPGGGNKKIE
#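 FP of Alexa 594-tau after heparin (20 uM) induction. Substrate: human K18 P301L, 15 uM unlabeled, 0.24 uM labeled. Buffer 100 mM sodium acetate pH 7. 6 hr, 37 C.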
# GAA glycogen mod: GAA glycogen-cleavage inhibition or activation; P10253; recombinant GAA, glycogen substrate, Amplex Red glucose oxidase fluorescence; Potency, µM (top dose mostly 76.4 µM), inactives show at the top dose activity change, negative = inhibition, actives largely listed as inhibitors; hit rate 0.38% among 300,000;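 also: 0% = full enzyme reaction and -100% = no-enzyme basal signal; the screen sought inhibitors and activators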
#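 Natural-substrate format: glycogen cleavage by 4 nM human enzyme, glucose read by Amplex Red coupling (Ex 573, Em 610 nm). Normalized to enzyme and no-enzyme controls.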
# HTT cytoprotect: cytoprotection in Huntington HTT-Q103 PC12 cell model; hit rate 0.14% among 230,000; Potency, µM (series often up to 56.4 µM), without a hit: cytoprotection (ATP increase), hits mostly activators; PC12 HTT-Q103 induced, cytoprotection, ATP luminescence, 40 h;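 also: % of control where 0% means no effect; nearly all actives have a fitted effect of over 45% in size; toxic huntingtin expression switched on by the ecdysone agonist tebufenozide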
#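 PC12 cells stably carrying ecdysone-inducible Htt exon 1 (Q103)–GFP were induced with 100 nM tebufenozide (final) alongside library compounds in a dose series. Cytoprotection was scored as retained ATP by ATPlite luminescence.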
# aGal spleen mod: inhibitors or activators of human alpha-galactosidase in spleen homogenate. P06280. human spleen homogenate, 4MU-alpha-Gal fluorescence, 40 min. Potency, µM (doses to about 80 µM), for the others: top-dose activity change, negative = inhibition, usual class: inhibitors. hit rate 0.008% among 240,000. AID 2107;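 also: 0% = enzyme with vehicle and -100% = no enzyme basal signal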
# Target sequence (P06280 32-429 limits assumed): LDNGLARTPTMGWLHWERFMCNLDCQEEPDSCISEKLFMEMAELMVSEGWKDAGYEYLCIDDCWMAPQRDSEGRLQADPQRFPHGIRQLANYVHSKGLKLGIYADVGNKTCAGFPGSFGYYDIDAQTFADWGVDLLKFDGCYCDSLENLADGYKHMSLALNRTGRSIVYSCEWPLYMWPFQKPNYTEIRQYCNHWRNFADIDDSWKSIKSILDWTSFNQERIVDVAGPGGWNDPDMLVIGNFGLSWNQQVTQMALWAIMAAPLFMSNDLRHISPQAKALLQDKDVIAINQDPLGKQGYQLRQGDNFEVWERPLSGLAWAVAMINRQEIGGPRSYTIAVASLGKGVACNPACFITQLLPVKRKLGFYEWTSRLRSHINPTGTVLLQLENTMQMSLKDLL
#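 Spleen homogenate 1 ug + cpd (titration) + 4-MU-alpha-D-galactopyranoside 1 mM; 37C 40 min; 50 mM citrate/phosphate pH 5.0, 0.01% Tween-20; stop pH 10; fluorescence 365/440; AC50 via Hill.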
# GAA spleen mod: inhibits or activates alpha-glucosidase in human spleen homogenate; P10253; human spleen homogenate, 4-MU-alpha-glucoside fluorescence; Potency, µM (titrated, usually from 79.9 µM), for inactives: top-dose activity change, negative = inhibition, usual class: inhibitors; hit rate 0.006% among 240,000;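 also: 0% = enzyme with vehicle and -100% = no enzyme basal signal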
#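 Human spleen homogenate (1 ug) with 4-methylumbelliferyl-alpha-D-glucopyranoside (1 mM final) in 50 mM citrate/phosphate pH 5.0, 0.01% Tween-20; 40 min at 37 C. Stopped at pH 10; 4-MU fluorescence Ex 365/Em 440 nm; AC50 by Hill fit.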
# Tau fibril ThT: blocks human tau fibril formation measured by thioflavin T; P10636; recombinant tau K18 P301L, heparin-induced fibrillization, ThT fluorescence; Potency, µM (top dose mostly 57.4 µM), without a hit: at the highest dose activity, negative = inhibition, usual class: inhibitors; hit rate 2.1% among 270,000; AID 1460; also: % is scaled to controls: 0 for no effect and ±100 for the full control effect; nearly all actives have a fitted effect of over 55% in size
#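 Heparin-induced (20 uM) aggregation of recombinant human K18 P301L tau, 15 uM unlabeled with 0.24 uM labeled, pH 7 acetate buffer, 6 hr at 37 C with compound. Fibrils quantified by 30 uM ThT fluorescence after 1 hr ambient incubation.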
# Tau fluor cs: counter-screen for tau fibril formation inhibitors; tau K18 P301L (four-repeat tau fragment) Alexa594 fluorescence, heparin fibrillization; Potency, µM (series often up to 57.7 µM), for the others: at the top dose activity change, negative = decrease; hit rate 0.93% among 280,000; AID 1463; also: % is scaled to controls: 0 for no effect and ±100 for the full control effect; nearly all actives have a fitted effect of over 55% in size
#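 Human K18 P301L tau (15 uM unlabeled plus 0.24 uM Alexa 594-labeled, final) in 100 mM sodium acetate pH 7 was mixed with compound and 20 uM heparin and incubated 6 hr at 37 C.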
# * marks the source's active call; other numbers are inactive results; ? = inconclusive; · = no result given; & = joins results of further samples; ! = repeats disagree; [ ] = another dose, or the depositor's remark. Calls follow the shape of the dose curve; as a rule, active = well fitted curve in the direction sought with a large enough effect; inconclusive = small, poorly fitted or top-dose-only effect, or another doubt; inactive = no such curve, though single readings can be large; an effect the other way counts as inactive or inconclusive. Potency is read from the fitted curve at half-maximal effect. Random draw from the library. Share with any hit: about 3.3%.
canonical_smiles	GAA inh	Tau fibril FP	GAA glycogen mod	HTT cytoprotect	aGal spleen mod	GAA spleen mod	Tau fibril ThT	Tau fluor cs
Cn1c(Oc2ccc(Cl)c3cccnc23)nc2c1c(=O)n(Cc1ccccc1Cl)c(=O)n2C	4%	2%	-2%	5%	-10%	-6%	-7%	-5%
O=C(/C=C/c1ccc(Cl)cc1)Nc1ccc(S(=O)(=O)Nc2ncccn2)cc1	1%	-13%	-13%	·	8%	8%	16%	13%
CC(=O)NCCn1ccc2ccccc21	-3%	5%	-6%	4%[1.9 µM]	-6%	-9%	-2%	4%
O=C(O)c1ccc(CSc2nnc(SCc3ccccc3)s2)cc1	-2%	4%	6%	-32%	7%	-1%	-6%	-8%
Cc1ccc(C(C(=O)Nc2ccc(C(C)C)cc2)N(C)C(=O)c2ccc(=O)[nH]c2)cc1 (stereo unspecified)	-6%	-6%	8%	-21%	-1%	-4%	-8%	-15%
COc1ccc(C(=O)OCC(=O)NC(=O)NC2CCCC2)c(O)c1	9%	-7%	-11%	-33%[inhibitor]	1%	2%	-14%	-18%
COc1ccc(NC(=O)c2c3c(nc4ccccc24)CCC3)cc1	?	-3%	4%	-35%	1%	-2%	-3%	3%
CCOC(=O)c1cccc(C(=O)Nc2nc3ccc(OC)cc3s2)n1	-7%	-11%	0%	-148%[inhibitor]	2%	·	?	-4%
O=C(Cn1c(=O)n(Cc2ccccc2)c(=O)c2ccccc21)NCc1ccco1	8%	-1%	1%	-2%	-13%	-7%	-6%	-18%
CCn1c(C)nc2cc(C#N)ccc21	6%	0%	8%	-16%	2%	3%	0%	-1%
CC(=O)CC(=O)Nc1nc(C)cc(C)n1	1%	?	2%	-8%[10 µM]	-10%	-3%	1%	-1%
CCOc1ccc2nc(S(N)(=O)=O)sc2c1	1%[15.4 µM]	-10%&4%	3%	-35%	9%&0%	-6%&-3%	-17%&-5%	-11%&1%
CCOc1ccc(C2C(C#N)=C(N)Oc3n[nH]c(C)c32)cc1OC(=O)C1CC1 (stereo unspecified)	-1%	-4%	6%	0%	2%	-5%	-13%	-9%
Cc1cc(C2C(=O)C(C(=O)c3ccc(Cl)cc3)C(=O)CC2(C)C)on1 (stereo unspecified)	9%	1%	1%	-9%[10 µM]	4%	-12%	-14%	-5%
COc1ccc2nc(Cl)c(C3CC(c4ccco4)=NN3C(=O)CCC(=O)O)cc2c1 (stereo unspecified)	5%	5%	-6%	-9%[10 µM]	8%	4%	13%	7%
Cc1cc(C(C)(C)C)cc(S(=O)(=O)NCC(=O)O)c1C	-2%	2%	-4%	-4%	2%	-8%	4%	2%
COC(=O)c1ccc(C(=O)Nc2ccc(N)cc2N)cc1	-1%	-6%	?	-13%	-7%	-7%	13µM*	-27%
c1ccc2nc(-c3ccc4c(c3)OCO4)ccc2c1	8%	2%	-12%	-88%[inhibitor]	12%	-9%	?	-7%
O=C(Nc1ccc(F)cc1)c1cccc2c1C(=O)N(Cc1ccccn1)C2	-3%	-2%	-2%	-4%[10 µM]	-7%	-8%	-15%	-20%
CCC/C(=N\NC(=O)c1ccccc1C)c1ccccc1	3%	2%	8%	·	-5%	-1%	-10%	3%
CN(C)C=Nc1nonc1N	-4%	11%	4%	6%[1.9 µM]	1%	-4%	7%	10%
O=C(CC(c1ccccc1)c1ccccc1O)NCc1ccccc1 (stereo unspecified)	3%	1%	-1%	9%	-8%	-4%	-1%	-5%
O=C(NCc1ccc2c(c1)OCO2)C(=O)NCC(c1ccco1)N1CCN(c2ccccc2)CC1 (stereo unspecified)	9%	9%	-2%	-31%[inhibitor]	-5%	·	-14%	-21%
O=C(c1ccc(Cn2cc(Cl)c([N+](=O)[O-])n2)cc1)N1CCN(Cc2ccccc2)CC1	·	-2%	9%	36%[10 µM]	-5%	-5%	-7%	-15%
CC1(OC(=O)CCc2ccccc2)C(=O)C=C2C=C(c3ccc(C#N)cc3)N(CCc3ccccn3)C=C2C1=O (stereo unspecified)	·	?	-3%	10%&-14%[10 µM]	3%[17.5 µM]	-9%[17.4 µM]	28µM*!	-4%[11.6 µM]
O=C(c1cccc2ccccc12)C1CCCN(C(=O)CCN2CCCO2)C1 (stereo unspecified)	-6%	10%	-6%	-16%[10 µM]	8%	-4%	-12%	-4%
CCn1c(O)c(N=N)c2ccccc21	4%	0%	4%	-2%[10 µM]	-3%	-2%	-9%	2%
Cc1ccccc1OCC(=O)Nc1nc2ccccc2[nH]1	-14%	-2%	7%	-76%[inhibitor]	5%	7%	-9%	-14%
CCCCn1c(N)c(N(CC(C)C)C(=O)CN(C)Cc2cccc(OC)c2)c(=O)[nH]c1=O	6%	1%	2%	7%	-1%	-6%	-7%	-8%
Cc1ccc(NC(=S)NNC(=O)c2ccccc2OC(F)F)cc1	0%	-1%	-12%	-23%	3%	6%	-11%	-16%

# A second format for some results above.
# Value order: GAA inh, Tau fibril FP, GAA glycogen mod, HTT cytoprotect, aGal spleen mod, GAA spleen mod, Tau fibril ThT, Tau fluor cs
Cc1cc(C(C)(C)C)cc(S(=O)(=O)NCC(=O)O)c1C
  -2%, 2%, -4%, -4%, 2%, -8%, 4%, 2%
O=C(c1cccc2ccccc12)C1CCCN(C(=O)CCN2CCCO2)C1 (stereo unspecified)
  -6%, 10%, -6%, -16%[10 µM], 8%, -4%, -12%, -4%

# The list continues.
canonical_smiles	GAA inh	Tau fibril FP	GAA glycogen mod	HTT cytoprotect	aGal spleen mod	GAA spleen mod	Tau fibril ThT	Tau fluor cs
Cc1cc(NC(=O)c2cnn3c(C(F)F)cc(-c4ccccc4)nc23)no1	0%	-11%	7%	-14%	2%	-12%	-9%	-13%
O=C(NC(=S)Nc1ccccc1)c1ccc(-c2ccccc2)cc1	-10%	-10%	-8%	-3%[10 µM]	10%	2%	-15%	-8%
Cc1cc(/C=C2\SC(=S)NC2=O)c(C)[nH]1	?	3%	-14%	-81%[inhibitor]	4%	-2%	16µM*	?
COC(=O)c1cc2oc(C)cc2n1Cc1ccccc1Cl	·	-15%	9%[76.3 µM]	·	·	·	?	-20%
O=C(C1=C[C@@H]2[C@H]3C(=O)N(c4cccc(Cl)c4)C(=O)[C@H]3[C@@H](C(=O)c3ccc(Cl)cc3)N2C=C1)c1ccccc1	10%	-2%	3%	11%[10 µM]	-4%	-4%	?	-16%
C=CCSc1nc2ccccc2n1S(=O)(=O)c1ccc(C)cc1	-3%	-3%	6%	-18%[1.9 µM]	0%	1%	-10%	-2%
COc1cc(/C=N/NC(=S)NC(C)C)ccc1OCC(=O)Nc1c(C)cc(C)cc1C	10%	1%	4%	11%[10 µM]	-5%	3%	9%	7%
O=C(N/N=C/c1c[nH]c2ccccc12)C1COc2ccccc2O1 (stereo unspecified)	6%	8%	6%	-8%[10 µM]	4%	-3%	?	?
COc1ccc(OCC(=O)N/N=c2\oc3c(OC)cccc3cc2C(N)=O)cc1	-2%	-5%	0%	37%[10 µM]	-12%	2%	-2%	-4%
COc1ccc(-c2cc(C(F)(F)F)n3ncc(C(=O)N4CCc5ccccc5C4)c3n2)cc1	11%	6%	-8%	-12%[10 µM]	19%	5%	-26%	-15%
CNc1nc(C)nc(-n2nc(C)cc2C)n1	-4%	-2%	-4%	-4%[0.074 µM]	1%	2%	-2%	-3%
C=CCNC(=O)CC(=O)N/N=C/c1ccc(F)cc1	?	?	9%	·	-4%	-3%	-4%	-9%
CN(C)c1ccc(CN(C(=O)COc2ccccc2)C2CCS(=O)(=O)C2)cc1 (stereo unspecified)	3%	2%	-29%	0%	0%	2%	2%	-13%
CCc1ccc(OCC(=O)OCC(=O)c2ccc3c(c2)NC(=O)CO3)cc1	-2%	2%	8%	11%	4%	0%	-11%	-11%
Cc1cccc(-c2nnn3c2nc(NCCc2ccc(S(N)(=O)=O)cc2)c2cc(Cl)ccc23)c1	·	-15%	10%[76.3 µM]	·	·	·	11%	-21%
O=C(Cn1nnc(-c2cccc(C(F)(F)F)c2)n1)NNS(=O)(=O)c1cccc(C(F)(F)F)c1	4%	3%	-5%	6%[10 µM]	0%	3%	-1%	-11%
O=C(OCC(O)C(O)COC(=O)c1ccccc1)c1ccccc1 (stereo unspecified)	5%[15.4 µM]	-6%	7%	-14%[0.074 µM]	3%	7%	-7%	-8%
FC(F)(F)c1nnc2ccc(Sc3ccccn3)nn12	9%	3%	18%	·	-10%	-2%	2%	5%
COCCNC(=O)c1onc(CSc2ccc(C(C)C)cc2)c1C(=O)O	9%	-4%	-5%	13%	0%	1%	-3%	-2%
O=C(Nc1ccccc1NC(=O)c1c(F)c(F)c(F)c(F)c1F)c1c(F)c(F)c(F)c(F)c1F	-5%	-9%	4%	-15%[0.074 µM]	5%	-8%	0%	-9%
Cc1coc(NC(=O)CSc2nc(-c3ccncc3)cc(C(F)(F)F)c2C#N)n1	14%	-3%	-16%	19%[10 µM]	5%	2%	?	-5%
CC(C)c1ccc(OCc2cccc(C(=O)N/N=C/c3cccnc3)c2)cc1	1%	0%	-4%	-74%[inhibitor][10 µM]	2%	0%	7%	5%
COC(=O)CCC(=O)NC(=S)Nc1c(C)cccc1C	0%	5%	-1%	17%[10 µM]	9%	4%	-1%	-1%
COC(=O)COc1ccc(S(=O)(=O)N2CCN(c3ccccc3F)CC2)cc1	-16%	-6%	-18%	9%	-12%	2%	-5%	-11%
CC1CN(C(c2ccco2)c2sc3ncnn3c2O)CC(C)O1 (stereo unspecified)	0%[15.4 µM]	-9%	6%	12%	-4%	-3%	-11%	-4%
O=C(O)CC1(CC(=O)Nc2ccc3c(c2)OCCCO3)CCCCC1	-5%	0%	1%	13%[10 µM]	6%	-2%	-2%	1%
N#Cc1nc(Cc2ccccc2)oc1N1CCC(C(N)=O)CC1	2%	2%	6%	-2%[0.074 µM]	12%	7%	-2%	-4%

# High-throughput results from PubChem.
